High-throughput results: PubChem, several laboratories
SRC1 inh: inhibits human SRC1 coactivator | Q15788 | HEK293 GAL4-SRC1 luciferase reporter, luminescence | inhibition, % at 3.6 µM | 360,000 tested, 0.12% active | AID 588354;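 active = inhibition above the campaign mean plus 3 SD, with each screening campaign given its own cutoff, cut at about 60% in these data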;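 note: 0% = DMSO treated cells and 100% = gossypol at 36 µM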
Target sequence (Q15788 whole entry, looked up, the tested form may be a part): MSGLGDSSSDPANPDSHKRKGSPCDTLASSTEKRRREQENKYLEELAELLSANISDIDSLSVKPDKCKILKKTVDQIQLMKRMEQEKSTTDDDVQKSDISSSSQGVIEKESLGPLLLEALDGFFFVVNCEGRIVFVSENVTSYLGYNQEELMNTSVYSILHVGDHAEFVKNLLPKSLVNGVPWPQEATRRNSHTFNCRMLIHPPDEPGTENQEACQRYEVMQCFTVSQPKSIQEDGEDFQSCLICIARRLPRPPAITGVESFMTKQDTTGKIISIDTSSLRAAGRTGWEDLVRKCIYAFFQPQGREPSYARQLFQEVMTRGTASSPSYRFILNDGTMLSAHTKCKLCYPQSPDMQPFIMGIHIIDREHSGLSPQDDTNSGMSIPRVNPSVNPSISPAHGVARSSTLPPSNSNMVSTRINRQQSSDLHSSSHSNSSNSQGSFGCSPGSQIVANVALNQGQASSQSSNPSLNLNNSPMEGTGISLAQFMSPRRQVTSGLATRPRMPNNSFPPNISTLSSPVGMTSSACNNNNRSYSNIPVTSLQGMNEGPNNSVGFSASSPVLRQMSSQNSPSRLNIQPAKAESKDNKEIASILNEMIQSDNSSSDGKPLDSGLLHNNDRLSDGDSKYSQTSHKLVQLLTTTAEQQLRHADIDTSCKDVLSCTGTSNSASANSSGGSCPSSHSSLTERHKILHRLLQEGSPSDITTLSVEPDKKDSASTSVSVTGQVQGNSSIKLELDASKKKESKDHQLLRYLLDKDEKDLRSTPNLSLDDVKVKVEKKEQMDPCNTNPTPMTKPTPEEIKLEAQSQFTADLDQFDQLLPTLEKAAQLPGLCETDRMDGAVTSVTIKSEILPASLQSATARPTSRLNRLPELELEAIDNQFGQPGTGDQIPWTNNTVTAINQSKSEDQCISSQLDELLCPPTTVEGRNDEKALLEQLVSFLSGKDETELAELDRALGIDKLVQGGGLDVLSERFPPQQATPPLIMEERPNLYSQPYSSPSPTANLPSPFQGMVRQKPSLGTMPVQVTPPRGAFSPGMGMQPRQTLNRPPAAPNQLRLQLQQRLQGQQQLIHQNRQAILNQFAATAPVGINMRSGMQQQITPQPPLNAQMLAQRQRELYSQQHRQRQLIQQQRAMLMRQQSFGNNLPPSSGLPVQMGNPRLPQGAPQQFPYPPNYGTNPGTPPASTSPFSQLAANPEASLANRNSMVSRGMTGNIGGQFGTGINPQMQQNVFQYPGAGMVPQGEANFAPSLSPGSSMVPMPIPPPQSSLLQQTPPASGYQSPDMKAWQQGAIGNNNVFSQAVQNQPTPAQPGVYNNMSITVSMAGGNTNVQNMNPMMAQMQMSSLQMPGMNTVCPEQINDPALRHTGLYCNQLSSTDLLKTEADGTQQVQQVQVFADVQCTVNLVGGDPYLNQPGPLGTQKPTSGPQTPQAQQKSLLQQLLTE
NCOA2 inhibitor: human SRC2 (NCOA2) inhibition | 370,000 tested, 0.17% active | HEK293 GAL4-SRC2 luciferase reporter, luminescence | inhibition, % at 9 µM | Q15596;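 active = inhibition above the mean inhibition of all tested compounds plus 3 SD, set per campaign, cut at about 52% in these data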;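 note: 0% = DMSO treated cells and 100% = cells given Gossypol at 36 µM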
NOD2-RIPK2 inh: NOD2-RIPK2 protein interaction inhibition | O43353 | CHO BLA complementation NOD2-RIPK2, CCF4 ratio | inhibition, % at 4.98 µM | 360,000 tested, 0.38% active | AID 624267; in the data active = inhibition above about 21%;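 note: 0% = vehicle only and 100% = reference blocker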
Exocytosis inh: lytic granule exocytosis inhibition; TALL-104 LAMP-1 surface exposure, flow cytometry; cells stimulated with thapsigargin and PMA; 360,000 tested, 0.66% active; inhibition, % at 10 µM;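 active = inhibition above about 55%, limit read from the data; inconclusive = no clear call, values can overlap the other calls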
ABHD5 PLIN5 PPI: blocks binding of human ABHD5 to perilipin-5; Split G. princeps luciferase complementation, luminescence, 4 h; Q00G26+Q8WTS1; inhibition, % at 4 µM; AID 602281; 360,000 tested, 0.78% active;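 active = inhibition above the mean inhibition across every tested compound plus 3 SD, cut at about 22% in these data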;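 note: 0% = DMSO only wells and the 100% control is not disclosed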
TWEAK-Fn14 inh: TWEAK-Fn14 signaling inhibition. AID 1159606. inhibition, % at 10 µM. 360,000 tested, 2% active. TWEAK-stimulated Fn14 reporter cells, luciferase luminescence, 8 h; in the data active = inhibition above about 50%
COUP-TFII inh: inhibitors of human COUP-TFII (NR2F2); HEK293T NGFI-A luciferase reporter, luminescence; P24468; inhibition, % at 8.6 µM; 370,000 tested, 0.7% active;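 active = inhibition above a per-plate cutoff, mean inhibition of test wells between control levels plus 3 SD, cut at about 38% in these data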;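 note: cells cotransfected with COUP-TFII expression vector driving the NGFI-A reporter; 0% = median of COUP-TF2 test wells and 100% = reporter-only cells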
TROY NFkB inh: blocks TROY-dependent signaling in reporter cells; 360,000 tested, 0.98% active; Q293 LMP1-TROYcd NF-kB luciferase reporter, 4 h; inhibition, % at 10 µM;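 active = compounds whose plate-normalised and pattern-corrected inhibition of the luciferase reporter signal at the single screening dose is 50% or more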
TLR9-MyD88 block: blocks human TLR9 binding to MyD88. Q9NR96+Q99836. CHO BLA complementation TLR9-MyD88, CCF4 FRET ratio. inhibition, % at 4.98 µM. 340,000 tested, 0.21% active;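 active = inhibition above the mean over all tested compounds plus 3 SD, cut at about 21% in these data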;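 note: 0% = DMSO only wells and 100% = clavulanate BLA inhibitor control wells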
NCOA3 inh: inhibits human SRC3 coactivator | Q9Y6Q9 | HEK293 GAL4-SRC3 luciferase reporter, luminescence | inhibition, % at 3.6 µM | 360,000 tested, 0.17% active | AID 588352;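 active = inhibition above a per-campaign cutoff, the mean of all compounds plus 3 SD, cut at about 60% in these data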;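 note: 0% = DMSO-treated cells and 100% = gossypol-treated cells at 36 µM; higher means less SRC3-driven luciferase light from the GAL4 reporter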
NR5A2 inv ag: NR5A2 inverse agonism in reporter assay; O00482; HEK293T StAR-luciferase reporter, LRH-1 transfected, 24 h; inhibition, % at 3.6 µM; 360,000 tested, 0.13% active;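 active = inhibition above the mean inhibition of all tested compounds plus 3 SD, cut at about 73% in these data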;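 note: 0% = DMSO wells and 100% = reporter-only cells lacking LRH-1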
The depositor's hits bear a star; ? = inconclusive; · = not tested or not shown; & = joins results of further samples. The list is partial, so the mix of outcomes need not match the whole.

SMILES	SRC1 inh	NCOA2 inhibitor	NOD2-RIPK2 inh	Exocytosis inh	ABHD5 PLIN5 PPI	TWEAK-Fn14 inh	COUP-TFII inh	TROY NFkB inh	TLR9-MyD88 block	NCOA3 inh	NR5A2 inv ag
Cc1noc(NS(=O)(=O)c2ccc(NC(=O)CCC3CCCCC3)cc2)c1C	-1	-1	-4	1	2	-3	-11	-15	-2	9	2
NC(=O)C1C(=O)c2ccccc2C1(C[N+](=O)[O-])c1ccccc1 (stereo not given)	-28	6	-6	-4	16	6	-4	3	-8	1	-9
CC(C)(C)OC(=O)N1CCC(NC(=O)c2[nH]cnc2C(=O)Nc2ccccc2)CC1	-2	-10	-23	11	1	-2	11	-11	6	0	2
CNC(=O)/C(C#N)=C/c1ccc(-c2ccc(Cl)cc2)o1	-92	-58	0	-1	-1	-117	-32	-61	3	-66	-60
COC(=O)c1c[nH]n2c(=O)c(Cc3ccc(F)cc3Cl)c(C)nc12	6	13	14	-1	-2	15	-17	7	2	14	-3
CSCCC(NC(N)=O)C(=O)Nc1ccc(C)cc1 (stereo not given)	-16	2	-10	?	0	4	1	-8	-2	12	9
CCC(C)NC(=O)CSc1n[nH]c(-c2cc(Cl)ccc2OC)n1 (stereo not given)	-16	-19	-6	0	1	2	8	4	-11	14	-1
Nc1ccn([C@@H]2O[C@H](C(=O)NCCCN3CCCC3=O)[C@@H](O)[C@H]2O)c(=O)n1	·	3	1	-8	2	6	-4	14	·	·	20
COc1ccc2nc(NCCCNC(=O)c3cc(OC)c(OC)c(OC)c3)c(C#N)cc2c1	-14	-23	13	5	2	4	5	-29	-2	5	6
COc1ccc(CCNC2CC(=O)N(CCc3ccccc3)C2=O)cc1 (stereo not given)	2	10	0	-8	7	3	-2	7	5	2	3
COc1cc(NC(=O)CN2CCN(c3ccccn3)CC2)cc(OC)c1OC	-2	-11	-18	-20	-3	-7	19	12	-5	-5	9
S=C(NN=C1C2CC3CC(C2)CC1C3)Nc1ccccc1	-23	-35	-3	2	-16	94*	-32	75*	-9	-34	-102
COc1cc(S(=O)(=O)NC2CCCC2)ccc1-n1cnnn1	-3	-16	-5	-8	-6	13	21	6	10	-35	7
O=C(NCCc1ccccc1F)c1cc(COc2ccc(F)cc2F)on1	-32	-32	-3	-26	1	-5	-38	-26	2	-14	-11
CCCCn1c(=O)n(Cc2cccc(F)c2)c(=O)c2c1ncn2Cc1ccco1	-16	11	-16	-1	2	42	18	24	0	30	-14
CC1CCN(C(=O)c2cc(-c3ccccc3O)on2)CC1	-156	-34	-7	2	-8	-2	-86	-40	3	-119	-135
CC(OC(=O)CCCN=C1NS(=O)(=O)c2ccccc21)C(=O)Nc1ccc(F)cc1Cl (stereo not given)	-6	13	-12	-4	0	-7	-14	-8	9	8	0
COc1ccc(-c2ccc(Nc3ccc(S(=O)(=O)N4CCCC4)cc3)nn2)cc1OC	1	-45	-3	3	-3	2	27	36	-2	-11	7
CCCCOCCCNC(=O)C[C@@H]1C[C@@]2(C(=O)OCC)CCCC=C2N(Cc2ccc3c(c2)OCO3)C1=O	·	5	7	-4	0	-3	-13	-8	·	·	-16
Cc1cc(NC(=O)CCC(=O)N(c2ccccc2)C(C(=O)NCC2CCCO2)c2cccnc2)no1 (stereo not given)	16	7	-6	-2	4	-7	0	-8	-3	11	7
CCNC(=O)c1cc(S(=O)(=O)N2CCSCC2)ccc1OC	2	-3	-1	-5	2	-1	3	3	-5	5	22
CC(=O)Nc1ccc(S(=O)(=O)NNC(=S)NCc2ccco2)cc1	-2	3	9	-8	-3	12	-7	7	-5	0	-12
COc1cc(CCCN2C(=S)NC[C@@H]2CCCCN)cc(OC)c1OC	-20	-8	-12	-2	1	-12	2	-3	-7	6	17
COc1ccc(C2(C(=O)Nc3ccc(S(=O)(=O)Nc4nc(C)cc(C)n4)cc3)CCCC2)cc1OC	-2	3	-7	-1	5	6	-3	-8	-2	10	-21
O=C(COC(=O)CN1C(=O)COc2ccccc21)NC1CCCCC1	-12	-43	-1	-2	4	-6	6	-15	-5	14	-8
O=[N+]([O-])c1ccc(NCCNc2ccc([N+](=O)[O-])cc2)cc1	-9	-15	3	0	-2	7	19	3	-5	-7	11
COc1ccc(NS(=O)(=O)c2cc(NC(=O)C3CCCO3)ccc2N2CCCC2)cc1 (stereo not given)	15	-1	-4	-3	-2	-9	8	9	-3	4	-5
CC1CCN(c2c(NCC3CCC(C(=O)N4CCCC(C)C4)CC3)c(=O)c2=O)CC1 (stereo not given)	4	-14	-1	-1	-2	-18	15	-15	1	2	25
COc1ccccc1C(CNC(=O)c1ccc(S(=O)(=O)NCc2ccco2)cc1)N(C)C (stereo not given)	14	10	-5	-6	0	14	0	8	0	14	-10
COc1ccccc1C(=O)Nc1nnc(-c2ccc(F)cc2)o1	-7	0	-3	0	-1	-20	27	-31	-5	-11	-20
Cc1snc(S(=O)(=O)Cc2c(Cl)cccc2Cl)c1C#N	-59	10	-2	-2	-2	-7	-9	-5	13	1	9
COC(=O)c1c(-c2ccc3ccccc3c2)csc1NC(=O)Cc1ccc(OC)c(OC)c1	0	-20	-5	-1	5	65*	24	47	-8	6	25
O=C1COc2ccc(C(=O)COC(=O)c3ccccc3F)cc2N1	-3	12	0	-2	2	-6	1	-54	4	18	17
CN(C)C(=O)CCc1ccc2c3c([nH]c2c1)[C@]1(CCc2ccccc2)[C@@H](C(=O)N2CCCCC2)C[C@H](CC(=O)NCCc2ccccn2)C(=O)N1CC3	-8	28	-1	1	12	5	-17	-8	-3	-5	-34
CSc1ccccc1NS(=O)(=O)c1ccccc1	10	-1	1	-2	-5	12	6	-3	5	14	-2
CCN(CCn1cccn1)C(=O)CCc1nnc(-c2ccccc2)o1	-20	-10	-16	-2	-2	-18	-18	-62	-8	-13	-14
CCOc1ccc(S(=O)(=O)N2CCC(C(=O)NCc3ccco3)CC2)cc1	-13	0	3	2	-6	2	24	0	-6	1	8
CC1Cc2nc(SCC(=O)Nc3nccs3)n(Cc3ccccc3)c(=O)c2S1 (stereo not given)	-36	-7	-9	1	12	2	-7	-26	1	-32	3
O=C(Cc1cccc(NC(=O)C2CCCN(C(=O)C3CCC3)C2)c1)Nc1cccc(C(=O)N2CCCC2)c1 (stereo not given)	4	-1	-13	-4	-9	-4	-10	9	-1	-114	-28
CCOC(=O)NC(=O)/C(C#N)=C\NNc1ncc(C(F)(F)F)cc1Cl	8	-5	-5	-1	-3	-12	15	-21	2	14	10
Cc1ccc(S(=O)(=O)NC(C)C(=O)Nc2ccc(C(N)=O)cc2)cc1 (stereo not given)	4	-6	-1	-5	2	-5	3	13	5	1	-4
Cc1ccc(-c2cnc(C(O)c3ccc(Cl)c(F)c3)[nH]2)cc1 (stereo not given)	-7	·	1	5	-5	-34	·	-14	·	-4	2
COc1cc(C(=O)NCCOc2cccc3cccnc23)cc(OC)c1OC	6	15	0	1	2	-2	12	7	-11	4	-15
O=C(/C=C/c1ccc(S(=O)(=O)NCc2ccco2)cc1)NCc1ccccc1Cl	8	-25	-11	0	2	21	7	-4	8	5	-12
COc1cc(C)c(S(=O)(=O)N2CCN=C2c2ccccc2)cc1C	-23	-9	8	-1	0	13	-1	-2	-7	7	7
Cc1cc(NS(=O)(=O)Cc2ccccc2)no1	-5	6	2	1	4	1	11	-1	4	1	14
Cc1cccc(-n2ncc(C#N)c2-n2cccc2)c1	7	-24	1	-4	-8	1	9	4	-3	4	-2
COc1ccccc1C(=O)NCCC(=O)N1CC(C)OC(C)C1 (stereo not given)	-13	-3	-6	-4	-6	0	7	5	0	3	3
Cc1ccc(CS(=O)(=O)Cc2ccc(C(=O)NC3CCCCCC3)o2)cc1	-62	5	-2	1	6	-1	-14	-21	8	-12	-1
O=C1CCC(OCc2ccccc2)CCN1[C@H](CSc1ccccc1)Cc1ccccc1 (stereo not given in full)	·	-6	9	37	2	20	8	-3	·	·	-26
Further records follow:
SMILES	SRC1 inh	NCOA2 inhibitor	NOD2-RIPK2 inh	Exocytosis inh	ABHD5 PLIN5 PPI	TWEAK-Fn14 inh	COUP-TFII inh	TROY NFkB inh	TLR9-MyD88 block	NCOA3 inh	NR5A2 inv ag
COc1cc2c(cc1OC)C(COc1cc(C)cc(C)c1)N(C(C)=O)CC2 (stereo not given)	5	-26	-5	-2	-3	-14	13	2	-5	5	-10
O=[N+]([O-])c1cnc(N2CCCCC2)c([N+](=O)[O-])c1	4	-9	0	1	2	4	3	-7	7	18	18
Nc1c(NCc2ccccc2)c2ccccc2oc1=O	-5	-20	-3	17	-4	-4	-4	-13	0	-11	-40
CC(=O)c1cc(C#N)c(Oc2ccc(F)cc2)nc1C	7	-10	3	4	-3	6	18	-4	7	-12	10
Cc1cc(S(=O)(=O)NCCc2ccccc2)c(C)s1	0	-13	-2	2	-1	-4	-3	23	3	2	14
O=c1cccccc1NCc1ccccc1	-23	-18	-6	0	0	0	-11	2	-3	-24	3
Nc1nc(COC(=O)CCC(=O)c2ccc(Cl)cc2)nc(Nc2ccccc2)n1	1	3	6	0	-1	15	4	24	-9	-7	2
CCc1cccc(NC(=O)Cn2cccc2)c1	0	0	-5	-2	1	6	-6	2	-3	-11	-12
Nn1c(=O)c2ccccc2n2c(SCc3ccc(C(F)(F)F)cc3)nnc12	5	-21	1	2	-3	-5	-8	-19	4	1	11
O=C1CSC(c2cccc(O)c2)N1Cc1ccccc1 (stereo not given)	-2	15	-8	-4	0	-12	-12	3	-2	-9	-3
Cc1ccc(Cc2nnc(SCC(=O)Nc3c(C)cccc3C)[nH]c2=O)cc1	-13	-28	-5	10	1	-9	0	1	-6	8	-22
COc1cccc(C(=O)Nc2ccccc2N2CCOCC2)c1	-23	9	5	3	4	13	6	-23	-7	16	16
CC(=O)Nc1ccc(S(=O)(=O)NC2=C(N3CCN(Cc4ccccc4)CC3)C(=O)c3ccccc3C2=O)cc1	-14&2	-34&1	1&16	0&2	-31&-17	8&10	-17&2	-21&-4	-6&-1	-22&-4	-2&-1
C[C@@H]1CN([C@@H](C)CO)C(=O)CCCn2nncc2CO[C@@H]1CN(C)S(=O)(=O)c1ccc2c(c1)OCCCO2	-30	-13	7	-14	8	-15	-19	-10	3	1	9
CCOC(=O)[C@]12CCC=C1N(Cc1ccc(Cl)cc1Cl)C(=O)[C@H](CC(=O)NCc1cccs1)C2	·	9	-10	8	3	-9	-2	-2	·	·	-26
Cc1nc2ccc(NC(=O)c3cccc(S(=O)(=O)N4CCOCC4)c3)cc2s1	1	24	-6	-6	4	6	13	-5	-13	8	2
COc1ccc(NC(C)=O)cc1NC(=O)C1CCN(C(=O)Nc2ccccc2)CC1	-3	19	1	5	0	-7	6	1	3	-21	-1

Part of the list above in another layout:
Molecule | SRC1 inh | NCOA2 inhibitor | NOD2-RIPK2 inh | Exocytosis inh | ABHD5 PLIN5 PPI | TWEAK-Fn14 inh | COUP-TFII inh | TROY NFkB inh | TLR9-MyD88 block | NCOA3 inh | NR5A2 inv ag
Cc1nc2ccc(NC(=O)c3cccc(S(=O)(=O)N4CCOCC4)c3)cc2s1 | 1 | 24 | -6 | -6 | 4 | 6 | 13 | -5 | -13 | 8 | 2
COc1ccc(NC(C)=O)cc1NC(=O)C1CCN(C(=O)Nc2ccccc2)CC1 | -3 | 19 | 1 | 5 | 0 | -7 | 6 | 1 | 3 | -21 | -1
